# Bioassay records (PubChem)
# HIV fusion peptide – inhibitors of HIV fusion peptide binding, primary screen, biochemical, uHTS, fluorescence dequenching (AID 1986); cell-free peptide binding, fluorescence dequenching, 30 min; higher % means a stronger effect; inhibition, % at 20 µM; hits with a dose series show IC50 in µM; actives 0.3% (n = 290,000); in the data active means inhibition mostly above about 52%, no sharp cut-off; inactive means mostly below about 76%; further: some results filed as inactive read as strong as hits
# KOR beta-arrestin-1 – KOR antagonists, beta-arrestin recruitment, cell-based, luminescence, uHTS (AID 1778); actives 0.091% (n = 290,000); Kappa-type opioid receptor (Homo sapiens); inhibition, % at 10 µM; hits with a dose series show IC50 in µM; KOR beta-arrestin recruitment, luminescence, antagonist mode; higher % means a stronger effect; further: strong numbers were not always called active
# Siah-1 displacement – Siah-1 peptide-binding antagonists, primary screen, biochemical, fluorescence polarization, rhodamine-plectin, uHTS (AID 1817); displacement, % at 20 µM; hits with a dose series show IC50 in µM; actives 0.02% (n = 290,000); Siah-1 / rhodamine-plectin peptide fluorescence polarization; higher % means a stronger effect; E3 ubiquitin-protein ligase SIAH1 (Homo sapiens);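 active means displacement of at least 50% at 20 µM, with a fluorescence ratio check between 0.3 and a set limit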;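 further: plate controls were Siah plus tracer with DMSO for no effect and tracer alone without Siah for full effect; strong numbers were not always called active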
# NOD1 NF-kB reporter – NOD1 signaling inhibitors, primary screen, cell-based, luminescence, uHTS (AID 1578). inhibition, % at 4 µM; hits with a dose series show EC50 in µM. NOD1-driven NF-kB luciferase reporter cells, luminescence; higher % means a stronger effect. actives 1% (n = 290,000); in the data active means inhibition mostly above about 36%, no sharp cut-off; inactive means mostly below about 34%;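 further: HEK-293T reporter cells stimulated with the NOD1 agonist gamma-tri-DAP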
# PhoP inhibition – inhibitors of PhoP regulon expression, primary screen, Salmonella Typhimurium, GFP reporter (AID 1863). S. Typhimurium PhoP-regulated promoter GFP reporter, 4 h; higher % means a stronger effect. one-dose inhibition, % at 50 µM; IC50 in µM for titrated hits. actives 0.16% (n = 300,000);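 active means inhibition over 29.93%, a cutoff 3 SD above the screen mean, later confirmed by dose response; inconclusive means inhibition over 29.93% but no dose response follow-up; inactive means inhibition at most 29.93% or unconfirmed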;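 further: 0% = low Mg2+ inducing control and 100% = high Mg2+ repressing control; strong numbers were not always called active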
# HEK293 NOD2/NF-kB – NOD2 signaling inhibitors, cell-based, luminescence, uHTS, HEK293 (AID 1566); HEK293 NOD2/NF-kB luciferase reporter, luminescence; higher % means a stronger effect; actives 0.63% (n = 290,000); inhibition, % at 4 µM, or EC50 in µM where a hit was titrated; further: many of its hits are not listed in these tables
# Myeloid diff 2 – induction of myeloid progenitor differentiation, primary screen, cell-based, flow cytometry, MLPCN library; ER-HoxA9 myeloid progenitors, lysozyme-GFP differentiation; calls only at 10 µM; actives 1% (n = 360,000); AID 624256, 2012;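 active means normalized GFP-positive differentiation at or above the plate's own cutoff, the solvent-only control mean plus 3 SD; inconclusive means no clear call, values can overlap the other calls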;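 further: cells exposed to compound for four days before flow analysis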
# LYP inhibition – inhibitors of LYP phosphatase, biochemical, fluorescence intensity, uHTS (AID 1779); recombinant LYP phosphatase, fluorescence intensity; higher % means a stronger effect; Tyrosine-protein phosphatase non-receptor type 22 (Homo sapiens); actives 0.054% (n = 290,000); one-dose inhibition, % at 11.5 µM; IC50 in µM for titrated hits;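 further: plate controls were vehicle with enzyme for no effect and no enzyme for full effect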
# KOR beta-arrestin-2 – KOR agonists, beta-arrestin recruitment, primary screen, cell-based, luminescence, uHTS (AID 1777); Kappa-type opioid receptor (Homo sapiens); KOR beta-arrestin recruitment, luminescence; higher % means a stronger effect; activation, % at 10 µM, or EC50 in µM where a hit was titrated; actives 0.02% (n = 280,000); in the data active means activation above about 50%, passing the limit was not always enough; further: a part of the inactive calls stands beside numbers as strong as those of hits
# Myeloid diff 2 GFP+ MAC1+ % – further read-out of Myeloid diff 2, marked with its call; GFP+ MAC1+ double positive, %; measured here: differentiation confirmed by MAC1 staining
# Numbers without * were called inactive; i = inactive; ? = inconclusive; · = not tested or not shown; [ ] = remark or other dose. Unless noted, no stated cut-off is given here; in the data, active means inhibition above about 50%; inactive means the rest. An excerpt; rates above refer to the full screens.
SMILES,HIV fusion peptide,KOR beta-arrestin-1,Siah-1 displacement,NOD1 NF-kB reporter,PhoP inhibition,HEK293 NOD2/NF-kB,Myeloid diff 2,Myeloid diff 2 GFP+ MAC1+ %,LYP inhibition,KOR beta-arrestin-2
CCOC(=O)CC(=O)CSc1nc(-c2ccc3c(c2)OCO3)cc(C(F)(F)F)c1C#N,36%,-51%,2%,-4%,-19%,-2%,i,6.9,-7%,8.3%
CC(OC(=O)c1ccccc1OCc1ccc(Cl)cc1)C(N)=O (stereo not drawn),1.0%,-18%,9%,-33%,1%,5%,i,1.1,0%,6.3%
CCC1CCCCN1CCCNC(=O)C(C)n1nc(C)c2sc3ccccc3c2c1=O (stereo not drawn),-1.4%,-9%,-6%,13%,-2%,-24%,i,0.7,-7%,-2.5%
Cc1cccc(NC(=S)Nc2cccc(C)n2)n1,-0.4%,8%,-3%,-6%,4%,15%,i,2.3,-1%,0.9%
Nc1[nH]n(-c2ccccc2)c(=O)c1N=Nc1ccccc1[N+](=O)[O-],-10%,7%,-1%,-72%,12%,-90%,i,0.6,-8%,-9.3%
CCNc1nc(Nc2ccc(C)c(Cl)c2)c2cnn(C)c2n1,-0.4%,-32%,-4%,-9%,1%,30%,i,0.5,-3%,5.7%
COc1ccc(C2=NN(C(=O)c3ccccc3)C(c3ccc(OC)c(OC)c3)C2)c(OC(C)=O)c1 (stereo not drawn),1.3%,-8%,11%,-1%,·,27%,i,0.6,-7%,-0.7%
COc1cc(/C=C2/S/C(=N/S(=O)(=O)c3ccccc3)NC2=O)c([N+](=O)[O-])cc1OC,0.1%,-4%,-4%,6%,-10%,15%,i,0.0,3%,3.2%
O=C(CNC(=O)c1ccco1)OCC(=O)c1cccc2ccccc12,-1.3%,-19%,3%,-12%,-2%,0%,i,0.9,2%,-0.4%
Cc1cccc(C(=O)Nc2nc(C)c(C(=O)Nc3ccc4c(c3)CCC4)s2)c1,4.9%,-62%,0%,13%,-1%,-132%,i,6.5,1%,1.2%
NC(=O)c1nsc(C(=O)N(c2ccccc2F)C(C(=O)NCc2ccc(F)cc2)c2ccc(O)cc2)c1N (stereo not drawn),1.7%,-146%,1%,·,6%,·,·,·,-7%,6.6%
COc1ccc(/C(C)=N\NC(=O)c2ccc3c(c2)OCO3)cc1OC,0.2%,-4%,3%,-32%,2%,1%,·,·,-1%,-4.4%
CCCN=C1CC(C)(C)CC(=O)/C1=C(/O)CCCN1C(=O)c2ccccc2C1=O,1.9%,-6%,-1%,-18%,-9%,-1%,i,0.5,-2%,-2.7%
CCc1ccc(NC(=O)COc2ccc(/C=C(/C#N)c3nc4ccccc4[nH]3)cc2OC)cc1,16%,-23%,-15%,-48%,17%,-34%,i,1.0,8%,21%
S=C(NCc1ccccc1)N1CCN(c2cccc(Cl)c2)CC1,0.2%,19%,12%,-43%,-3%,3%,i,0.5,2%,-3.8%
COCCC(=O)N1CCC(Oc2ccc(C(=O)NCCn3cccn3)cc2)CC1,-0.4%,-2%,2%,-30%,2%,-8%,i,1.1,-2%,-3.4%
CC1CC(C)CN(CCCNC(=O)c2ccc3c(c2)NC(=O)CS3)C1 (stereo not drawn),0.0%,-15%,7%,-18%,1%,6%,i,4.4,-8%,-4.8%
Cc1nn(CCC(=O)NNC(=S)Nc2ccc([N+](=O)[O-])cc2)c(C)c1[N+](=O)[O-],0.1%,-12%,4%,-43%,1%,22%,i,0.5,1%,-3.0%
O=C(CS(=O)(=O)c1ccccc1)N1CCCCCC1,0.8%,19%,3%,-18%,-2%,-7%,i,0.6,-7%,-1.3%
Cn1c(=O)c2c(nc(CN3CCc4ccccc4C3)n2Cc2ccc(Cl)cc2)n(C)c1=O,1.2%,2%,0%,-13%,10%,15%,i,2.7,-1%,9.0%
Cc1ccc(-c2nn[nH]n2)cc1,0.1%,4%,2%,-14%,-15%,1%,i,0.6,-3%,1.5%
CCOC(=O)C1CCN(C(=O)COc2cccc(C)c2)CC1,1.0%,6%,7%,1%,4%,10%,?,·,-2%,-2.6%
CCc1c(C(=O)N/N=C/c2cccs2)nnn1-c1nonc1N,0.4%,-22%,0%,-26%,-6%,-20%,i,0.2,4%,3.0%
c1cncc(CNc2ncnc3sc4c(c23)CCCC4)c1,1.0%,-13%,20%,9%,-5%,16%,i,1.4,-3%,4.4%
COc1ccc(CNC(=O)C(OC(=O)c2ccco2)c2ccccc2F)cc1 (stereo not drawn),1.3%,-36%,12%,-50%,4%,-7%,i,1.0,-5%,3.1%
# Following part.
SMILES,HIV fusion peptide,KOR beta-arrestin-1,Siah-1 displacement,NOD1 NF-kB reporter,PhoP inhibition,HEK293 NOD2/NF-kB,Myeloid diff 2,Myeloid diff 2 GFP+ MAC1+ %,LYP inhibition,KOR beta-arrestin-2
Cc1ccc(-c2cc(N)n[nH]2)cc1,18%,6%,4%,-16%,23%,-7%,i,0.7,-2%,-2.0%
CC(C)c1nnc(SCC(=O)N2CCc3ccccc32)n1C,-0.8%,-50%,6%,-18%,3%,-1%,i,1.3,-2%,1.3%
COc1cccc(N2C(=O)CC(N3CCN(S(=O)(=O)c4ccccc4)CC3)C2=O)c1 (stereo not drawn),3.1%,0%,1%,-10%,6%,5%,i,0.4,-10%,0.3%
C=CCn1c(SC(C)C(=O)NCc2ccc3c(c2)OCO3)nc2scc(-c3ccccc3)c2c1=O (stereo not drawn),-2.7%,16%,3%,13%,-1%,-2%,i,1.3,-7%,-0.8%
Nc1ccccc1N=Nc1ccccc1N,-3.6%,27%[20 µM],-5%,2%,4%,-160%,i,0.6,-4%,-3.3%
COc1cc2c(cc1OC)CN(C(C)C(=O)Nc1ccc(NC(C)=O)cc1)CC2 (stereo not drawn),-0.7%,-24%,0%,6%,-10%,12%,i,2.0,-6%,1.8%
COc1ccc(N2CCN(C(c3cccs3)C(C)NC(=O)C(=O)N3CCCC3)CC2)cc1 (stereo not drawn),-2.9%,-10%,0%,-2%,6%,13%,i,1.1,-6%,5.5%
Cc1nn(CC(=O)OCC(=O)NC(C)c2ccccc2)c(C)c1[N+](=O)[O-] (stereo not drawn),-0.6%,-28%[20 µM],-3%,-4%,5%,14%,i,0.2,-5%,1.8%
Cc1ccc(Nc2nc(CSc3nnc(-c4ccncc4)n3C)cs2)cc1,3.0%,-13%,-4%,-11%,-5%,-43%,i,2.4,-13%,-7.7%
C/C(=N/NC(=O)c1ccc2c(c1)OCO2)c1cccc(NC(=O)C(C)(C)C)c1,-2.9%,19%,-1%,-25%,-13%,-16%,i,1.5,-1%,-2.3%
O=C(Nc1ccc(Br)cn1)c1cccc(-c2cc3ccccc3oc2=O)c1,4.2%,1%,11%,-17%,-23%,17%,i,0.4,-4%,7.6%
CN(CCO)S(=O)(=O)c1ccc2c(c1)C(=NNC(N)=O)c1cc(S(=O)(=O)N(C)CCO)ccc1-2,-0.3%,5%,-2%,-3%,-10%,15%,i,0.0,-2%,·
CCOc1ccc(/C=C2\CCCc3c2nc2ccccc2c3C(=O)O)cc1OC,196%,-11%,9%,-14%,-203%,16%,i,1.0,-2%,-0.4%
O=C(CN1CCN(c2ccccc2)CC1)Nc1cccc([N+](=O)[O-])c1,-1.9%,-38%,-3%,-30%,6%,-10%,i,0.4,-2%,-0.6%
O=C(O)c1cccc(NC(=S)N/N=C/c2ccccn2)c1,1.2%,11%,-12%,68%*,8%,-69%,i,0.4,-5%,-2.0%
C/C(=N\NC(=O)CC1N=C(Cc2ccccc2)NNC1=O)c1ccc(C)cc1 (stereo not drawn),1.1%,-54%,8%,3%,7%,8%,i,3.5,-3%,2.7%
Cn1cc(CNC(=O)C2c3ccccc3Oc3ccccc32)cn1,0.7%,-41%,0%,14%,-15%,-3%,i,0.6,-4%,8.7%
C/C(=N\NC(=O)c1cccnc1)c1ccc(C)c([N+](=O)[O-])c1,-0.2%,-15%,37%,-45%,0%,-4%,i,0.7,-1%,3.5%
CC1Cc2ccccc2N1C(=O)CCS(=O)(=O)c1ccc2c(c1)NC(=O)CS2 (stereo not drawn),2.7%,-24%,0%,-12%,1%,6%,i,5.2,-10%,3.9%
O=c1oc(-c2cc3ccccc3o2)nc2sc3c(c12)CCCC3,0.1%,11%,-1%,39%,-4%,19%,i,6.8,0%,-0.7%
Cc1nc(Cl)c2c(n1)NC1=C(O2)C(=O)CCC1,28%,16%,0%,-7%,-25%,-2%,i,0.3,-2%,-1.2%
COc1ccc(CNc2ccc(Cl)cc2)cc1Cn1ccnc1,-2.5%,-14%,-1%,-1%,5%,9%,i,0.2,-4%,3.4%
CCS(=O)(=O)C1=NN2C(=N)/C(=C\c3ccc(OC(=O)c4ccco4)c(Br)c3)C(=O)N=C2S1,52%*,-5%,1%,-22%,-2%,15%,·,·,-4%,-0.4%
CC(=O)Oc1cccc(C(=O)Nc2c[nH]c(=O)[nH]c2=O)c1,-1.0%,22%,-7%,-22%,0%,10%,i,0.1,-12%,-1.5%
Cn1c(=O)oc2cc(S(=O)(=O)N3CCC(C(=O)NCC4COc5ccccc5O4)CC3)ccc21 (stereo not drawn),-0.8%,-16%,-1%,-10%,-5%,-12%,i,1.2,-8%,4.6%

# A section from the list above, for reference:
SMILES,HIV fusion peptide,KOR beta-arrestin-1,Siah-1 displacement,NOD1 NF-kB reporter,PhoP inhibition,HEK293 NOD2/NF-kB,Myeloid diff 2,Myeloid diff 2 GFP+ MAC1+ %,LYP inhibition,KOR beta-arrestin-2
Cc1ccc(-c2cc(N)n[nH]2)cc1,18%,6%,4%,-16%,23%,-7%,i,0.7,-2%,-2.0%
CC(C)c1nnc(SCC(=O)N2CCc3ccccc32)n1C,-0.8%,-50%,6%,-18%,3%,-1%,i,1.3,-2%,1.3%

# Later entries:
SMILES,HIV fusion peptide,KOR beta-arrestin-1,Siah-1 displacement,NOD1 NF-kB reporter,PhoP inhibition,HEK293 NOD2/NF-kB,Myeloid diff 2,Myeloid diff 2 GFP+ MAC1+ %,LYP inhibition,KOR beta-arrestin-2
Cc1nc2c(-c3ccc(F)cc3)c(C)nn2c(C)c1CCC(=O)N1CCOCC1,0.9%,11%,0%,-3%,4%,7%,i,3.0,-2%,-6.9%
Cc1cccc(C)c1OCC(O)CN1CCN(c2ccccc2)CC1 (stereo not drawn),-1.5%,-23%[20 µM],4%,-10%,-5%,8%,i,0.0,-3%,3.0%
CCN(CC(=O)Nc1c(F)cccc1F)C(=O)C1(c2ccccc2)CC1,3.1%,2%,1%,-10%,-5%,7%,i,2.5,-8%,0.9%
Cc1cccc(C2C3=C(CCCC3=O)N=C3c4ccccc4C(=O)C32)c1 (stereo not drawn),-4.9%,34%,-1%,-5%,-5%,-87%,i,0.4,-5%,0.0%
CC12CCC(C(=O)N3CCN(C(c4ccccc4)c4ccccc4)CC3)(OC1=O)C2(C)C (stereo not drawn),-2.9%,-4%,1%,-4%,-2%,14%,i,0.7,-1%,-4.2%
COc1ccccc1N1CCN(C(=O)c2cc(-c3ccc(F)cc3)[nH]c2C)CC1,5.7%,6%,0%,3%,5%,11%,i,1.2,-6%,-2.9%
